PrPC TRFRET: reduces human prion protein on the cell surface; P04156; cell surface PrPC, TR-FRET read-out; inhibition, % at 13.8 µM; actives 0.43% (n = 370,000); AID 720596; in the data active = inhibition above about 24%; also: 0% = median of the test wells and 100% = reference compound wells
Rv3671c inh: Rv3671c (M. tuberculosis) protease inhibition; inhibition, % at 5.96 µM; actives 0.048% (n = 320,000); P9WHR9; in the data active = inhibition above about 38%;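 also: extracellular domain of Rv3671c used as enzyme; 0% = enzyme with DMSO and 100% = no enzyme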
Target sequence (P9WHR9 whole entry, looked up, the tested form may be a part): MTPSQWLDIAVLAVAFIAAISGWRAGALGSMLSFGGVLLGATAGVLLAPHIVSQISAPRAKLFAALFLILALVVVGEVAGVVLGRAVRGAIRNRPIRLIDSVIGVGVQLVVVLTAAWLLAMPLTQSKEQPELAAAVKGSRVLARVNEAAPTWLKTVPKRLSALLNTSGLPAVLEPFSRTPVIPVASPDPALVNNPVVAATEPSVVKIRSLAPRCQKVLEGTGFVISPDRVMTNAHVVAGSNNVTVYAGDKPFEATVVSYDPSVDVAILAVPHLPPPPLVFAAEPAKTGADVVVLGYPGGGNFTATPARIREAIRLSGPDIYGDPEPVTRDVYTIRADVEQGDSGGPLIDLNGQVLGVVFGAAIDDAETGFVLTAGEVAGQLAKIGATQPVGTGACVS
Anthrax LF inh2: anthrax lethal factor protease inhibition. P15917. multiplex microsphere protease cleavage assay, LF. inhibition, % at 10 µM. actives 0.12% (n = 360,000). AID 588501; also: plate controls were buffer without enzyme for full effect and enzyme alone for no effect
BoNT A protease: BoNT A light chain protease inhibition; multiplex microsphere protease substrate cleavage, flow cytometry; actives 0.17% (n = 360,000); inhibition, % at 10 µM; also: plate controls were buffer without enzyme for full effect and enzyme alone for no effect
PriA SSB inh: blocks PriA binding to SSB C-terminal tail | AlphaScreen SSBct-PriA binding, biotinylated peptide | inhibition, % at 33 µM | actives 0.6% (n = 430,000) | AID 1272365; in the data active = inhibition mostly above about 37%, no sharp cut-off; inactive = mostly below about 20%;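 also: plate controls were negative control peptide for no effect and reference peptide for full effect; strong numbers were not always called active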
CCHFV vOTU inh: blocks the CCHF virus ovarian tumor domain protease. CCHFV vOTU protease, Pep-AMC fluorescence. actives 0.55% (n = 370,000). inhibition, % at 11.5 µM; in the data active = inhibition above about 30%; also: 0% = vehicle wells with enzyme and 100% = no enzyme wells
BoNT-F LC inh: inhibitors of Botulinum neurotoxin F light chain protease; Multiplex microsphere protease cleavage assay, flow cytometry; inhibition, % at 10 µM; actives 0.22% (n = 360,000); AID 588497; in the data active = inhibition above about 35%, passing the limit was not always enough; inconclusive = no clear call, values can overlap the other calls; also: plate controls were buffer without enzyme for full effect and enzyme alone for no effect
VHR inh abs: inhibitors of human VHR1 phosphatase (DUSP3) | actives 0.52% (n = 290,000) | P51452 | inhibition, % at 13.3 µM | recombinant VHR phosphatase, pNPP absorbance; in the data active = inhibition above about 50%; also: some compounds called inactive have numbers as strong as hits
Target sequence (P51452 whole entry, looked up): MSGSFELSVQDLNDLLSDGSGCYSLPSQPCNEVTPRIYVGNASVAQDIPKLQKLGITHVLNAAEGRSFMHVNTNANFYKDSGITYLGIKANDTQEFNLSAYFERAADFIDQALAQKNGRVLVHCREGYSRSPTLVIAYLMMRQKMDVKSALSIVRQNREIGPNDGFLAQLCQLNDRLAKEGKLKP
MazEF act: activators of E. coli MazEF toxin-antitoxin RNase. P0AE70. FAM/BHQ RNA-DNA oligo cleavage fluorescence, 5 h. activation, % at 20 µM. actives 0.32% (n = 350,000); in the data active = activation above about 50%
Target sequence (P0AE70 whole entry, looked up): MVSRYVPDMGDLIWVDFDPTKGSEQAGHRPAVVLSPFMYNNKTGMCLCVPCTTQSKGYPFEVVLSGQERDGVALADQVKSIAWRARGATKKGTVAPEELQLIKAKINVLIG
3CLpro inhibitor: SARS-CoV 3CLpro protease inhibition; AID 1706; recombinant SARS-CoV 3CLpro, quenched FRET peptide cleavage; actives 0.14% (n = 290,000); inhibition, % at 6 µM; in the data active = inhibition above about 12%
Active calls of the source: *; ? = inconclusive; . = no result given. Rule as the data show it, unless noted: active = inhibition above about 30%; inconclusive = no clear call, values can overlap the other calls; inactive = below that. These rows are one share of the data; count on the stated rates, not on these rows.

SMILES	PrPC TRFRET	Rv3671c inh	Anthrax LF inh2	BoNT A protease	PriA SSB inh	CCHFV vOTU inh	BoNT-F LC inh	VHR inh abs	MazEF act	3CLpro inhibitor
CSc1ncc(CN2CCc3c([nH]c4ccccc34)C2C(C)(C)C)cn1 (centres undefined)	5	0	7	-1.3	-3	-16	-5	12	-5	2
CCc1cc(C(=O)NNC(=S)NC(C)c2ccccc2)cs1 (centres undefined)	-3	-6	-5	-2.5	-2	-12	-4	29	-8	0
O=C(O)Cn1cc(/C=C2\C(=O)NC(=O)N(Cc3ccco3)C2=O)c2ccccc21	-2	-7	-4	0.0	-16	8	-2	24	-82	6
CCN(C(=O)c1cn(C)c(=O)c2cc(OC)c(OC)cc12)c1cc(C)ccc1C	5	-1	1	1.7	-4	21	?	2	7	-2
CC(=O)Nc1cc(-c2ccoc2)cn2c(-c3ccccc3)cnc12	-8	.	-8	0.8	.	13	-1	.	.	.
Cc1ccc(N(CC(=O)N/N=C/c2cccs2)S(C)(=O)=O)cc1	-5	-5	-1	0.2	.	-8	0	13	-9	5
O=C(CSc1nc2ccccc2s1)N/N=C/c1ccco1	5	3	-2	-1.1	.	0	-18	-4	5	2
COCCCNC(=O)CC1C[C@H](C(=O)N(C(C)C)C(C)C)[C@@]2(C)c3[nH]c4ccccc4c3CCN2C1=O (some centres undefined)	7	2	0	-0.2	1	5	-8	.	-5	.
O=C(NCc1ccc(F)cc1)c1cccc2c1C(=O)c1ccc(N3CCOCC3)cc1S2(=O)=O	-32	1	4	2.6	18	8	2	.	-54	.
CCCCNC(=O)C1(NC(=O)Nc2ccc(C)cc2)CCCCC1	-4	3	-8	-0.2	-7	0	3	9	20	-4
CCCCNC(=O)N(O)C1N(/N=C/c2ccco2)C(=S)SC1(C)C (centres undefined)	-1	1	-11	0.0	.	4	-8	.	6	.
O=c1ccc(-c2ccccc2)nn1Cc1ccccc1	-5	-2	-4	2.3	-5	-8	?	.	1	0
O=C(c1cc(-c2ccc(Cl)c(Cl)c2)on1)N1CCOCC1	-3	-7	0	0.2	2	-3	0	5	4	0
N#C/C(=N\Nc1cc(Cl)cc(Cl)c1)c1nnc2n1CCCCC2	-4	-6	0	0.2	.	1	0	2	2	1
CC1(c2ccccc2)NC(=O)N(CC(=O)NC(=O)NCc2ccco2)C1=O (centres undefined)	8	3	-4	-0.6	-4	2	-5	29	-2	-2
COc1ccc(NC(=O)c2cc(-c3ccccc3O)n[nH]2)cc1Cl	9	.	6	1.0	1	3	22	2	-4	3
Cc1cc(C(=O)NNCc2ccccc2)no1	5	-2	-4	-0.1	-12	0	-1	.	9	.
CC1CCN(c2ccc(C(=O)O)cc2)CC1	1	7	-5	0.4	3	4	-17	13	2	0
O=C(NNc1c(Cl)cncc1Cl)c1cccs1	0	2	-8	?	-7	-6	?	-1	7	4
CC(C)C(NC(=O)c1c(F)cccc1F)C(=O)N1CCN(c2ncccn2)CC1 (centres undefined)	0	7	-8	0.2	-3	9	-9	.	5	.
C/C(=N\NC(=O)C(c1ccncc1)N1CCOCC1)c1ccc(Br)cc1 (centres undefined)	0	-1	0	-0.5	.	-12	-12	-2	-4	-4
Cc1cc(N2CCN(c3cccc(C(F)(F)F)c3)CC2)n2ncnc2n1	4	-1	-2	-0.5	-3	12	-33	0	4	4
COc1ccc(/C=C/C(=O)NC(=S)NN2CCCCC2c2cccnc2)cc1 (centres undefined)	.	0	0	-0.3	13	.	-3	1	-10	1
N#Cc1ccc(CSc2nc(N)cc(N)n2)cc1	-2	3	8	-0.8	-9	-15	?	13	13	1
CC1(NC(=O)c2cccc(S(=O)(=O)N3CCN(c4ccc(F)cc4)CC3)c2)CCS(=O)(=O)C1 (centres undefined)	-3	1	0	-1.2	0	-3	-3	.	0	.
COc1ccc(C(=O)OCC(=O)c2ccc(Br)s2)c(OC)c1	7	4	-2	0.7	-12	-1	4	.	-3	.
COc1ccccc1CCNC(=O)c1ccc(NC(=O)CC2SC(N3CCCCC3)=NC2=O)cc1 (centres undefined)	-7	-13	4	-0.7	1	-12	-11	.	10	.
CCCC(=O)C1=C(O)C(c2cccc(Oc3ccccc3)c2)CCC1=O (centres undefined)	6	-10	1	-0.5	9	-2	-4	2	2	3
Cc1nc(NC(=O)CSc2nnc(-c3ccncc3)n2C)sc1C	5	-10	-2	-1.2	-6	2	-6	24	-13	-8
Cc1cc(C(O)c2ncc(-c3ccc(Oc4ccccc4)cc3)[nH]2)ccc1F (centres undefined)	9	.	-3	-0.4	.	21	-9	.	.	.
COc1ccc(C2N(C(=O)CN3CCOCC3)CCN2S(=O)(=O)c2ccccc2)cc1 (centres undefined)	-3	-6	-4	?	-15	-5	-4	22	4	0
CCCCNC(=O)c1ccc2c(c1)C(=O)N(Cc1ccncc1)C2=O	0	.	2	0.9	-8	12	-4	35	-3	-4
COc1cccc(/C=N/N2C(=O)CSC2=S)c1O	3	4	-5	-1.7	.	13	-6	3	2	4
COc1ccccc1-c1nnc(Sc2nc([N+](=O)[O-])nn2C)o1	9	3	-3	-0.4	5	-7	0	-29	-3	4
CCOC(=O)c1c(NC(=O)c2cc(C)oc2C)sc(C(=O)Nc2ccc(Cl)cc2)c1C	2	-1	2	0.6	-8	7	-16	34	-4	-4
Cc1c2n(c3ccccc13)CCN(C)C2	-4	14	2	0.0	14	15	0	.	-1	.
COc1ccc(C(=O)NC2CCN(C(=O)Nc3ccc(F)cc3)CC2)cc1	-3	8	0	0.6	2	1	4	32	5	5
COC(=O)c1ccccc1NC(=O)COC(=O)CO/N=C(\C)c1ccc2c(c1)OCO2	1	-5	2	1.4	.	2	-1	14	0	3
COc1ccc(NC(=O)c2ccccc2NC(=O)c2cccs2)cc1	1	-7	-3	-0.6	-13	5	-1	15	-11	0
Cn1cnnc1SCc1ccccc1	1	7	-3	0.4	-5	11	1	46	3	1
COc1ccc(C2=NS(=O)(=O)N(C)C(C(=O)N3CCCCC3C)=C2)cc1 (centres undefined)	-5	-4	-7	-0.5	-3	11	-1	-10	4	0
O=C(/C=C/c1ccccc1Cl)NCc1ccccc1	2	-9	0	-0.1	-5	-1	0	10	-7	3
Cc1cc(C)c2[nH]c(=O)c(CN(Cc3ccccc3)C(=S)NCCCN(C)C)cc2c1	-16	-2	-3	-0.1	13	4	-2	19	19	-2
COC(=O)c1ccc(N/C(C)=C/C(=O)c2ccc(C)o2)cc1	2	-1	-4	-0.5	.	5	-1	17	4	0
CCc1noc(C)c1C(=O)N1CCCC(CCC(=O)NCc2ccc(F)c(F)c2)C1 (centres undefined)	5	15	-8	0.4	-9	8	-12	32	7	3
O=C(COc1ccc(Cl)cc1)NCCNc1ccc([N+](=O)[O-])cc1	-3	8	0	-1.1	-9	-4	23	46	4	3
CC(=O)Cn1ncc(N(C)Cc2ccccc2)c(Cl)c1=O	5	4	-6	0.1	-11	0	4	44	2	2
CC(C)NC(=O)Nc1cccc2c1O[C@H](CN(C)S(C)(=O)=O)[C@@H](C)CN([C@H](C)CO)C2=O	4	-1	-5	0.0	-20	6	-5	.	9	.
O=C(Oc1ccc(Cl)cc1)c1ccc(N2CCOCC2)c([N+](=O)[O-])c1	-7	1	0	0.3	30	4	-3	28	3	-1
COC(=O)c1c(C(=O)OC)c(-c2ccc(F)cc2)n2c1CSC2	-4	-8	13	-1.2	3	-1	-29	5	0	-6

Continued.
SMILES	PrPC TRFRET	Rv3671c inh	Anthrax LF inh2	BoNT A protease	PriA SSB inh	CCHFV vOTU inh	BoNT-F LC inh	VHR inh abs	MazEF act	3CLpro inhibitor
COc1ccccc1NC(=O)Cc1nnc(SCC(=O)Nc2ccc(F)cc2F)n1C	-7	-4	5	-1.0	-11	0	13	12	12	-2
COC(=O)c1c(NC(=O)CN2CCN(c3ncccn3)CC2)sc(C(N)=O)c1C	12	-1	0	1.2	-15	13	4	19	-19	-4
COc1ccc2[nH]c3c(=O)n(/N=C/[C@H]4C(C)C=C(C)CC4C)c(=O)[nH]c3c2c1 (some centres undefined)	-5	-22	0	-0.7	.	-25	4	-7	7	-6
O=C(O)Cn1c(=O)cnc2ccccc21	-1	-3	24	2.9	2	-2	6	-14	6	5
Cc1nc(C)c(C(=O)Nc2cccc(Cl)c2)o1	-7	4	-2	0.4	-13	2	-6	15	1	-6
CC(C)(C)OC(=O)N/N=C\c1cccnc1	5	4	-2	1.0	.	-1	-4	10	-26	1
CCCCNC(=O)CNC(=O)c1nn(-c2ccc(OC)cc2OC)c(=O)c2ccccc12	-2	1	-8	-1.4	-5	-3	-19	42	11	-2
COc1ccc(-c2nn(-c3ccccc3)cc2C(=O)NC2CCC(C)CC2)cc1 (centres undefined)	-3	1	-5	1.1	-9	2	12	.	-4	.

Some of the entries above, reformatted.
Second line of a record: PrPC TRFRET	Rv3671c inh	Anthrax LF inh2	BoNT A protease	PriA SSB inh	CCHFV vOTU inh	BoNT-F LC inh	VHR inh abs	MazEF act	3CLpro inhibitor
> CCCCNC(=O)CNC(=O)c1nn(-c2ccc(OC)cc2OC)c(=O)c2ccccc12
→ -2	1	-8	-1.4	-5	-3	-19	42	11	-2
> COc1ccc(-c2nn(-c3ccccc3)cc2C(=O)NC2CCC(C)CC2)cc1 (centres undefined)
→ -3	1	-5	1.1	-9	2	12	.	-4	.

Of the compounds above, ten contain a Cl atom:
SMILES	PrPC TRFRET	Rv3671c inh	Anthrax LF inh2	BoNT A protease	PriA SSB inh	CCHFV vOTU inh	BoNT-F LC inh	VHR inh abs	MazEF act	3CLpro inhibitor
O=C(c1cc(-c2ccc(Cl)c(Cl)c2)on1)N1CCOCC1	-3	-7	0	0.2	2	-3	0	5	4	0
N#C/C(=N\Nc1cc(Cl)cc(Cl)c1)c1nnc2n1CCCCC2	-4	-6	0	0.2	.	1	0	2	2	1
COc1ccc(NC(=O)c2cc(-c3ccccc3O)n[nH]2)cc1Cl	9	.	6	1.0	1	3	22	2	-4	3
O=C(NNc1c(Cl)cncc1Cl)c1cccs1	0	2	-8	?	-7	-6	?	-1	7	4
CCOC(=O)c1c(NC(=O)c2cc(C)oc2C)sc(C(=O)Nc2ccc(Cl)cc2)c1C	2	-1	2	0.6	-8	7	-16	34	-4	-4
O=C(/C=C/c1ccccc1Cl)NCc1ccccc1	2	-9	0	-0.1	-5	-1	0	10	-7	3
O=C(COc1ccc(Cl)cc1)NCCNc1ccc([N+](=O)[O-])cc1	-3	8	0	-1.1	-9	-4	23	46	4	3
CC(=O)Cn1ncc(N(C)Cc2ccccc2)c(Cl)c1=O	5	4	-6	0.1	-11	0	4	44	2	2
O=C(Oc1ccc(Cl)cc1)c1ccc(N2CCOCC2)c([N+](=O)[O-])c1	-7	1	0	0.3	30	4	-3	28	3	-1
Cc1nc(C)c(C(=O)Nc2cccc(Cl)c2)o1	-7	4	-2	0.4	-13	2	-6	15	1	-6

High-throughput results from PubChem BioAssay.
